High-throughput results: PubChem, several laboratories
Mot1-301 SUMO – blocks SUMOylation pathway, rescuing yeast Mot1-301 growth | S. cerevisiae Mot1-301 growth rescue, ATP luminescence, 38.5C; percent above DMSO median, 100 means doubled | 1% of 320,000 active | growth rescue, % at 18.8 µM | AID 2716;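 active means every valid replicate shows activation above 250% relative to neutral control wells; inactive means the rest, any valid replicate at or below 250%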;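 further: OY570 slx delta 5 strain wells were the positive control but not used for scaling; some compounds called inactive have numbers as strong as hits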
Rtt109 HAT inh – blocks Candida albicans Rtt109/Vps75 acetyltransferase activity; Q5AAJ8; purified Rtt109/Vps75, ThioGlo CoA-SH fluorescence, 4 h; inhibition, % at 34.9 µM; 0.16% of 330,000 active; AID 540336;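 active means inhibition of at least 50% in every replicate; inconclusive means best replicate reaches 50% inhibition but some replicates fall short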
Target sequence (Q5AAJ8 whole entry, looked up): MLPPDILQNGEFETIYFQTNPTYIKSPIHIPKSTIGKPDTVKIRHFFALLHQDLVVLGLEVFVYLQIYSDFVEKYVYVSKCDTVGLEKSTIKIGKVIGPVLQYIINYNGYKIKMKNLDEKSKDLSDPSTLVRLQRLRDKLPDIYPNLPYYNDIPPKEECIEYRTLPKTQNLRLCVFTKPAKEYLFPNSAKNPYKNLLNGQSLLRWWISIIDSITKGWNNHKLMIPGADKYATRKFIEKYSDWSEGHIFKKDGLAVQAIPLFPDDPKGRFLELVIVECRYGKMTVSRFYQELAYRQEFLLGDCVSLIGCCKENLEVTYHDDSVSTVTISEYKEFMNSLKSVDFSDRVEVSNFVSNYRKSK
Keap1 Nrf2 FP – disrupts human Keap1 binding to Nrf2 peptide; Q14145; Keap1 Kelch-Nrf2 peptide fluorescence polarization, 1536-well; inhibition, % at 9.4 µM; 0.15% of 340,000 active; AID 504523; in the data active means inhibition above about 12%; inconclusive means no clear call, values can overlap the other calls; inactive means below about 7.3%;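 further: human Keap1 Kelch domain with fluorescein labeled Nrf2 9mer peptide probe; 0% = neutral control wells and 100% = peptide positive control; higher means more block of Keap1 binding to Nrf2 peptide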
Target sequence (Q14145 whole entry, looked up, the tested form may be a part): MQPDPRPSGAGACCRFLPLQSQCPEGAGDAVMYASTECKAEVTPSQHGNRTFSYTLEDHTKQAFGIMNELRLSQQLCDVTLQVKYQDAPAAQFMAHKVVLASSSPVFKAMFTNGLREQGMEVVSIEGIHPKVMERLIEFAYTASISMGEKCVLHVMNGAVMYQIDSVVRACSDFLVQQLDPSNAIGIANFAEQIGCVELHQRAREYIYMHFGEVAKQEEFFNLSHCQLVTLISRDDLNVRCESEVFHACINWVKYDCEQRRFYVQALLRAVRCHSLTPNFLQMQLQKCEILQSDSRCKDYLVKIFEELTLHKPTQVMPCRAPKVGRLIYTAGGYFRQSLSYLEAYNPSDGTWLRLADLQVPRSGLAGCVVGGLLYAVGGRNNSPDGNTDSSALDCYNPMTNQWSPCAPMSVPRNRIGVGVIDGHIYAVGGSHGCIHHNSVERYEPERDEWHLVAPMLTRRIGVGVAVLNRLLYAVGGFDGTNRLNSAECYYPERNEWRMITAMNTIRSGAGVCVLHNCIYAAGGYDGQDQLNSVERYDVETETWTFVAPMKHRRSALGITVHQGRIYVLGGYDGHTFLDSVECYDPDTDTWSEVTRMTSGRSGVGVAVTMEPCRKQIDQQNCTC
Cardiac RTF inh – cardiac RTF calcium desensitization | IANBD-labeled cardiac RTF, Ca2+ fluorescence | P19429+P45379 | inhibition, % at 7.15 µM | AID 493244 | 0.12% of 340,000 active;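 active means inhibition above the mean inhibition of all tested compounds plus 3 SD, cut at about 17% in these data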;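 further: assay run at fixed EC70 calcium of 1.6 mM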
NSD2 inh – NSD2 (human) methyltransferase inhibition; AID 743445; O96028; 0.54% of 310,000 active; NSD2 peptide methylation, AlphaScreen, 120 min; inhibition, % at 12.5 µM; in the data active means inhibition above about 50%
C-LANA FP – blocks KSHV LANA C-terminal domain binding to DNA; 0.078% of 340,000 active; inhibition, % at 9 µM; MBP-C-LANA/FAM-LBS DNA binding, fluorescence polarization; AID 504423;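 active means highest replicate inhibition at or above 60% at 9 µM, even if other replicates fall short; inactive means all replicates below 60% inhibition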;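 further: 0% = neutral control wells and 100% = 4 µM acridine orange control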
PfHsp90 set2 – reduces growth (ATP signal) of yeast expressing P. falciparum Hsp90; inhibition, % at 9.4 µM; S. cerevisiae expressing PfHsp90, BacTiter-Glo ATP, 48 h; yeast lacking PDR1 and PDR3 efflux regulators; 0.32% of 310,000 active; AID 504621;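 active means every replicate shows inhibition above about 80%, whatever the replicate mean, limit read from the data; inconclusive means mean inhibition reaches the set limit but some replicate falls short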;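 further: 0% = DMSO neutral controls and 100% = 20 µM radicicol positive controls; yeast relying on Plasmodium falciparum Hsp90 in place of its own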
PvdQ acylase – P. aeruginosa PvdQ acylase inhibition | inhibition, % at 10 µM | purified PvdQ acylase, fluorescence plate reader | 0.063% of 340,000 active; in the data active means inhibition above about 30%, passing the limit was not always enough; inconclusive means no clear call, values can overlap the other calls;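 further: 0% = vehicle neutral wells and 100% = reference inhibitor wells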
CDK5 p35 inh – blocks human CDK5/p35 kinase activity | Q00535+Q15078 | Recombinant CDK5/p35, ADP-Glo luminescence, 60 min | inhibition, % at 10 µM | 0.01% of 330,000 active | AID 488839;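 active means highest replicate inhibition of at least 50% and at least 75% of replicates reaching 50%; inconclusive means only one of the two criteria met; inactive means both criteria failed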;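 further: plate controls were DMSO neutral control for no effect and GW8510 at 10 µM for full effect; many of its hits are not listed in these tables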
dFosB activator – activators of mouse delta FosB homodimer; AID 493131; P13346; activation, % at 25 µM; 0.99% of 340,000 active; purified delta FosB, TAMRA-CDK5 oligo fluorescence polarization; percent of positive-control signal above neutral wells;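 active means mean activation above about 17%, with every replicate also reaching it, limit read from the data, passing the limit was not always enough; inconclusive means only one of the two conditions met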;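 further: fluorescence polarization rise as delta FosB binds a TAMRA Cdk5 AP-1 oligo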
cardiac RTF act – increases calcium sensitivity of human cardiac regulated thin filaments; IANBD-labeled TnC RTF fluorescence at EC20 calcium; 0% EC20 calcium, 100% full calcium; 0.24% of 340,000 active; P19429+P45379; activation, % at 7.2 µM;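 active means activation above the mean over all tested compounds plus 3 SD, cut at about 30% in these data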;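 further: rise in fluorescence read as greater calcium sensitivity of cardiac thin filaments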
An asterisk follows results filed as active; ? = inconclusive; · = no result given; & = joins results of further samples.

Structure	Mot1-301 SUMO	Rtt109 HAT inh	Keap1 Nrf2 FP	Cardiac RTF inh	NSD2 inh	C-LANA FP	PfHsp90 set2	PvdQ acylase	CDK5 p35 inh	dFosB activator	cardiac RTF act
Cc1cccc(CSc2nnc(-c3ccccn3)n2N)c1	0	-7	-5	1	0	-0.6	17	-16	0.2	1	2
COc1ccc(-n2c3c(c(=O)[nH]c2=O)C(NC(=O)c2ccncc2)(C(F)(F)F)C(=O)N3)cc1 (stereo not given)	21	5	-5	5	-3	-1.8	-1	3	0.5	-4	7
Cc1cccc2c(SCC(N)=O)nc(-c3ccccc3)nc12	119	-1	2	-3	-4	0.4	-6	-9	0.0	2	3
CC(CCOC1=NS(=O)(=O)c2ccccc21)NC(=O)C(=O)Nc1ccccc1 (stereo not given)	8	-1	-5	-2	0	-3.7	0	-3	-0.3	-10	1
C/C(N)=C(/C#N)C(=O)COC(=O)c1cc(C)n(-c2ccc(F)cc2)c1C	-4	?	-2&-2	-4&6	2&3	0.4&-1.3	-1&2	-13&4	0.5&0.0	-10&-9	0&-1
C=C1CCN(c2ccc(C(=O)NCc3ccc(OC)cc3)cc2[N+](=O)[O-])CC1	-7	10	3	-1	·	2.2	·	-3	0.8	9	-10
COc1ccc(NS(=O)(=O)c2cccc(C(=O)NCC(c3ccco3)N(C)C)c2)cc1 (stereo not given)	-3	3	-7	-10	10	1.4	40	-8	0.6	-13	3
COc1cc(NC(=S)N2CCN(C/C=C/c3ccccc3)CC2)cc(OC)c1	-20	4	-6	6	7	4.4	-9	8	-0.2	-7	0
CCC(C)NC(=O)c1cc2c(=O)[nH]c3ccc(C)cc3c2s1 (stereo not given)	4	-16	-4	-1	-1	-1.5	14	1	1.9	-27	1
COc1cccc(NC(=O)c2sc(NC(=O)c3ccncc3)nc2C)c1	3	2	1	-3	-1	-1.2	-19	-7	0.4	-15	-2
Cc1ccc(NC(=O)CSCC#N)cc1Cl	4	-7	-5	-15	-2	0.6	8	7	-0.6	2	4
O=C(Nc1cccc2c1C(=O)NC2=O)c1cccc(N2C(=O)CCC2=O)c1	1	-17	1	-3	6	0.7	-6	8	-2.3	10	-4
CCc1ccc2[nH]c(=O)c(CN(CCN(C)C)C(=O)Nc3ccccc3)cc2c1	-2	-6	3	0	·	0.2	-7	0	1.2	-20	9
CCN1CCN(C(=O)CN(CC)S(=O)(=O)c2ccc(F)cc2)CC1	5	9	-3	-4	0	0.6	17	-15	-1.6	4	-3
Cc1cccc2cc(C#N)c(SCC(=O)Nc3ccccc3N3CCOCC3)nc12	-13	6	0	-18	1	0.8	0	-13	-2.6	-10	2
Clc1nc2ccccc2cc1/C=N/Nc1nc2ccccc2[nH]1	-9	6	3	-8	-2	1.8	18	-14	3.2	18*	-6
CS(=O)(=O)N1CCC(NC(=O)Cc2ccccc2)CC1	17	-5	4	-8	-4	-1.4	8	9	-1.4	-2	-2
Nc1nnc(SCC(=O)NC2CCCc3ccccc32)s1 (stereo not given)	-10	-2	-6	5	-5	-0.1	14	-16	-1.8	-9	-1
CCC1(CC)Cc2ccccc2-c2nc(CN3CCOCC3)[nH]c(=O)c21	-26	-4	-1	-5	-6	2.1	·	-10	-0.6	-7	3
Cc1cc(C)c(NC(=O)CNC(=O)Cc2ccc(S(=O)(=O)N3CCOCC3)s2)c(C)c1	1	2	-4	-5	0	0.0	3	-7	1.0	-10	5
CCC(C)NC(=O)C1CCC(CNS(=O)(=O)c2ccc3c(c2)CC(C)N3C(C)=O)CC1 (stereo not given)	-7	-3	0	0	-6	0.4	-4	-17	-0.8	-8	0
Cc1ccc(-c2nc3ccccc3[nH]2)cc1NC(=O)c1sc2ccccc2c1Cl	5	-8	-4	-2	-2	4.7	-19	6	-0.2	9	-7
CCc1ccc(S(=O)(=O)NC(=S)NC2CCCCC2)cc1	5	12	0	-7	0	0.3	3	11	0.2	-2	4
CCCC(=O)Nc1cc(C(=O)O)ccc1Sc1ccc(C)cc1	14	0	0	-3	0	-0.3	5	-5	-0.7	1	-5
C=CCn1c(=O)c2c3c(sc2n2c(Nc4ccccc4)nnc12)CCCC3	0	0	1	0	3	2.1	1	-4	-0.4	-1	-5
O=C(NNC(=O)C1CCN(S(=O)(=O)c2ccc(Cl)cc2)CC1)c1ccccc1O	25	-14	-3	-11	-1	1.6	4	-19	0.1	7	3
S=C1N(c2ccccc2)C(c2ccc(Br)cc2)N2CCCN12 (stereo not given)	8	·	0	-6	1	-1.2	-13	4	-1.5	-12	4
CCOc1ccc(/C=N/NC(=O)CSc2n[nH]c(=O)[nH]c2=O)cc1OC	-15	0	-5	3	0	-2.6	-12	0	0.3	-1	-3
CN(C)/C=C(/C(=O)c1ccccc1)S(=O)(=O)c1ccc(Cl)cc1	-16	1	-7	-7	5	-0.6	12	-11	-0.8	0	13
Cc1cccc(C)c1OCC(=O)OC/C(O)=C(\C#N)c1nc2ccccc2[nH]1	13	10	-1	-4	3	-0.3	-18	8	0.7	6	-4
CCN(CC(=O)NCc1cccs1)C(=O)COc1ccc(C(N)=O)cc1	·	8	-3	-2	-6	-0.5	-7	-6	1.3	-1	0
CC1=CC(C)(C)N2C(=O)C3(C(C#N)=C(N)Oc4cc(C)oc(=O)c43)c3cccc1c32 (stereo not given)	10	-11	4	2	0	-0.5	4	-16	-0.1	-10	2
Cc1ccc(-c2csc(N3CCC[C@@H]3C(=O)NCCn3c(C(F)(F)F)nc4ccccc43)n2)cc1	4	2	0	-4	·	4.9	17	-15	2.8	-11	9
CCS(=O)(=O)N1CCC(C(=O)NCCCN2CCCC2)CC1	-9	-6	-1	-1	0	0.3	-5	-12	-1.9	-2	2
COc1ccccc1NC(=O)CCc1nnc2ccc(N3CCC4(CC3)OCCO4)nn12	15	4	-1	-7	-3	-3.6	4	2	-0.2	-2	3
COc1ccc(N2CCN(Cc3nc4c(c(=O)[nH]c(=O)n4C)n3CCCc3ccccc3)CC2)cc1	-2	8	-5	-8	4	0.0	-2	2	-1.2	-12	0
Cc1ccc(/C=C2/SC(=S)N(C3CCCCC3)C2=O)o1	-2	16	-1	-2	·	1.2	-53	8	0.3	-14	0
CCCOc1c(Cl)cc(/C=N/O)cc1OCC	13	13	-4	-1	-1	-1.1	-66	1	-1.2	-5	-8
COc1ccc(N2CCN(C(CNC(=O)C(=O)NCCCn3ccnc3)c3cccnc3)CC2)cc1 (stereo not given)	-7	2	-1	-6	-3	1.4	4	-7	-1.9	-1	-3
C[C@H](NC(=O)OC(C)(C)C)c1nnc(SCC(=O)Nc2cccc(Cl)c2)o1	1	-5	1	-11	24	-0.2	-4	-7	0.5	-6	-8
O=C(c1cccc(-n2cccc2)c1)N1CCN(S(=O)(=O)c2c(F)cccc2F)CC1	9	-2	2	-12	6	2.2	9	-15	-1.8	-6	-2
CN(CCc1ccccn1)C(=S)Nc1ccc(Cl)cc1Cl	5	-2	-7	3	·	1.3	2	-9	-1.3	-8	2
COc1ccc(C(=O)Nc2ccc(NC(=O)c3ccccc3OC)nc2)cc1	41	6	0	-2	·	1.3	15	15	3.0	-12	-2
COc1ccc(NC(=O)CCN2CCN(S(=O)(=O)c3cc(Cl)ccc3Cl)CC2)cc1	-3	12	-6	-8	·	1.4	21	-11	-0.2	-13	9
O=C(OCc1ccccn1)C1CCN(C(=O)c2ccc(Cl)cc2)CC1	6	-4	0	0	2	-0.6	6	-8	0.8	-3	-1
CC(=O)CCc1c(C)[nH]c2ccccc2c1=O	-13	4	1	6	-4	-0.9	16	25	0.7	4	0
COc1ccc(C2CC(c3ccccc3)=NN2C(=O)COC(=O)c2cc(S(=O)(=O)N3CCOCC3)ccc2Cl)cc1 (stereo not given)	-4	3	0	-4	0	-1.0	-29	7	0.3	30*	-5
COCCn1c(=NC(=O)/C=C/c2cccs2)sc2cc(NC(C)=O)ccc21	6	1	-5	10	-1	0.1	4	19	0.8	3	-2
CC(=O)Nc1ccc(NC(=O)c2ccc(N(C)S(=O)(=O)c3ccc(C)cc3)cc2)cc1	1	-2	2	-2	-3	-0.2	-3	-7	0.7	-8	1
c1ccc(CCNC2=NCCCS2)cc1	2	-10	7	-8	0	2.1	-5	-12	-2.0	2	-3

The list continues.
Structure	Mot1-301 SUMO	Rtt109 HAT inh	Keap1 Nrf2 FP	Cardiac RTF inh	NSD2 inh	C-LANA FP	PfHsp90 set2	PvdQ acylase	CDK5 p35 inh	dFosB activator	cardiac RTF act
CCCCc1c(C)nc2ccccc2c1SCCC(=O)O	-8	-14	4	2	0	-0.7	-6	-3	-2.8	4	-2
CCN(CC)c1cccc(OC(=O)c2cccnc2Cl)c1	-5	2	0	-12	1	-0.5	-17	-15	1.2	-2	4
CCN(c1ccccc1)S(=O)(=O)c1cc(NC(=O)COC(=O)C2CC2)ccc1Cl	-4	3	-4	-3	-1	-1.5	5	0	-0.3	-15	1
COC(=O)COc1ccc2cc(-c3ccccc3)c(=O)oc2c1	1	-1	-8	-17	-1	0.6	-12	-21	-2.3	-6	0
Cc1ccnc(NC(=O)C2CCN(S(=O)(=O)c3ccc4c(c3)CC(C)N4C(=O)C3CCC3)CC2)c1 (stereo not given)	7	-6	7	2	2	0.6	7	-14	0.6	-1	-2
CCN1C(=O)[C@H]2[C@@H](c3ccc(C)cc3)N3C(=O)N(c4cccc(Cl)c4)C(=O)[C@@]3(CC(C)C)[C@H]2C1=O	1	8	-4	0	·	0.6	5	7	4.0	-3	-2
Cn1c(SCC(=O)Nc2ccc(NC(=O)c3cccc(F)c3)cc2)nnc1-c1ccncc1	32	-5	-1	-9	48	-0.2	-5	-2	-1.5	6	-8
CN1CCN(CCOc2cccc(Cl)c2)CC1	32	-4	0	5	-2	-1.7	-7	-3	1.7	2	4
C=CCn1c(SCn2nnc3ccccc3c2=O)nc2scc(-c3cccs3)c2c1=O	3	23	3	2	·	0.1	-14	3	-0.8	-10	10
Cn1ncc(Cl)c1C(=O)Nc1ccncc1	6	·	1	-5	-2	0.3	-13	7	0.0	-2	5
CCCCC1S/C(=N/N=C/c2ccc(OC)cc2)N(Cc2ccc(OC)cc2)C1=O (stereo not given)	19	-1	1	-4	2	-0.2	7	-4	2.9	-2	-1
CCOCCCNC(=O)c1ccc(OC2CCN(C(C)=O)CC2)c(OC)c1	21	14	-4	2	-2	-0.6	-6	8	2.3	-2	-1
CC(C)(C)OC(=O)N1CCC[C@H]1c1nnc(SCc2ccccc2F)o1	-2	-2	-1	-32	-4	1.3	4	-5	-1.4	-5	-3
